Screening data as filed in PubChem.
STK33 kinase inh = inhibitors of human STK33 kinase; Q9BYT3; purified STK33, MBP phosphorylation, ADP-Glo luminescence; actives 0.073% (n = 320,000); AID 2661; inhibition, % at 10 µM;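 active means inhibition at or above 25%, using the most active replicate where run in duplicate; inactive means inhibition below 25%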
Target sequence (Q9BYT3 whole entry, looked up): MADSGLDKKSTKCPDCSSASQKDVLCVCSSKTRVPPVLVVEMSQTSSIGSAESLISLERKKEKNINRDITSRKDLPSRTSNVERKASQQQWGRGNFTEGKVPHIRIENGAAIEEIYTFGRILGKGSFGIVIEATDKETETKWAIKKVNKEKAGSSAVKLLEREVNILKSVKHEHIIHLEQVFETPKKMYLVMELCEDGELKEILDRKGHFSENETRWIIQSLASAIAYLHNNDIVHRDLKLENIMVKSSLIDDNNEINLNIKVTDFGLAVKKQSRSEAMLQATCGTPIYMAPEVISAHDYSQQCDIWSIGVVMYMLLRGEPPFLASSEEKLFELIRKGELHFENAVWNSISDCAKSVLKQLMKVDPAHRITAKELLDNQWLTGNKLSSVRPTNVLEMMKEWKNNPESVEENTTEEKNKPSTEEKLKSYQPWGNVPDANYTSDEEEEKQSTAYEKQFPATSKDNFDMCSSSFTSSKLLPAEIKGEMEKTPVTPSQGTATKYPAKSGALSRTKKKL
Kir21 inh = Kir2.1 (mouse) channel inhibition | P35561 | HEK293-Kir2.1, FluxOR thallium flux fluorescence; active compounds read low | B-score at 10 µM | actives 0.85% (n = 310,000) | AID 1672;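 active means fluorescence ratio B-score at or below minus 3 SD of library scores, with starting-brightness B-score within 2 SD, cut at about -4.2 in these data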;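 further: channel flux triggered by added potassium and thallium sulfate stimulus; B-score of peak minus minimum fluorescence over baseline after thallium stimulus; more negative B-score means stronger Kir2.1 block with less thallium influx; some compounds called inactive have numbers as strong as hits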
Target sequence (P35561 whole entry, looked up): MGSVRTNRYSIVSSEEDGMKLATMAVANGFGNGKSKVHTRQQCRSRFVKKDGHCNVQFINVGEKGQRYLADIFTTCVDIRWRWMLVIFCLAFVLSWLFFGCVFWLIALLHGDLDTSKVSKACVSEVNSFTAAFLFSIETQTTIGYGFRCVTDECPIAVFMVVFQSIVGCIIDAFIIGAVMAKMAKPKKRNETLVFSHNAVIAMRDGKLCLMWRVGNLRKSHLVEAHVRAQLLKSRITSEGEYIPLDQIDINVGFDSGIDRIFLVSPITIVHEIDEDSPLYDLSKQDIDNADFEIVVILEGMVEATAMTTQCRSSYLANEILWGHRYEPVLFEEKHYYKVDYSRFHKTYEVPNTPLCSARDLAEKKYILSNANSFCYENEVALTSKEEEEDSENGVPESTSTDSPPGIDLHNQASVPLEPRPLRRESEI
Numbers without * were called inactive; x = not tested or not shown.

STK33 kinase inh	Kir21 inh	structure
2.5	1.38	Cc1ccc(C(=O)Nc2nnc(CC(=O)N/N=C/c3ccc(O)c(O)c3)s2)cc1
-0.6	-1.27	CCc1ccc2[nH]c(=O)c(CN(CCN(C)C)C(=S)NCc3ccco3)cc2c1
0.1	-0.06	NC(=O)C1CCN(C(=O)c2ccc(Oc3cc(Cl)cc(Cl)c3)o2)CC1
-0.7	0.7	CC(=O)Nc1ccc(C(=O)n2nc(C)cc2C)cc1
0.3	0.1	CCC(Sc1nc2ncccc2[nH]1)C(=O)NC1CCCC1 (stereo not drawn)
0.4	-2.47	CCOC(=O)C1(Cc2cccc(OC)c2)CCN(Cc2cccn2-c2nccs2)CC1
-1.1	-0.09	N=c1n(CC(=O)c2ccc([N+](=O)[O-])cc2)c2ccccc2n1Cc1ccc(Cl)cc1
0.5	1.43	O=C(NC(=O)c1c(Cl)cccc1Cl)Nc1ccc(Oc2cccnc2)nc1
-1.3	0.39	Cc1nnc(SCC(=O)NCC2CCCO2)n1-c1ccccc1 (stereo not drawn)
0.4	-0.55	COc1cccc(C(C(=O)NC(C)(C)C)N(C(=O)CCC(=O)Nc2cc(C)on2)c2ccc3c(c2)OCCO3)c1OC (stereo not drawn)
-1.7	-0.02	CCCCCC1CCC(c2n[nH]c(=S)n2C)CC1 (stereo not drawn)
2.8	-1.27	COc1ccc(Nc2ccccc2NC(=O)c2ccccc2Br)cc1
-1.6	0.09	COc1ccccc1CNC(=O)Cn1c(=O)oc2cc(S(=O)(=O)N3CCCC3)ccc21
-1.3	-1.33	NS(=O)(=O)c1ccc(NC(=S)NNC(=O)c2cccs2)cc1
-1.0	-2.11	CCCCNC(=O)CSc1nnc(-c2ccc(S(=O)(=O)N3CCCC3)cc2)n1C
0.2	2.05	O=C1[C@H]2[C@H](ON3CCCC[C@H]23)C(=O)N1c1cccc(C(F)(F)F)c1
-0.2	2.18	O=C(CN1C(=O)S/C(=C\c2ccccn2)C1=O)Nc1ccccc1
0.0	x	COc1ccc([C@H]2CC(=O)C=C(c3cc(F)ccc3OC)C2)cc1
-0.7	1.99	Cc1nn(C(C)C(=O)O)c(C)c1[N+](=O)[O-] (stereo not drawn)
-1.0	3.51	COC(=O)c1c(NC(=O)c2ccccc2)sc(Cc2ccccc2)c1C
-0.1	x	COc1ccc(NC(=O)c2cc(C3CC3)nc3c2cnn3C(C)C)cc1OC
1.2	-0.86	O=C(NCCc1cn2ccccc2n1)c1cc(COc2ccc3ncccc3c2)on1
0.8	0.44	O=C(CSc1ccccc1)Nc1ccc(N2CCOCC2)c(F)c1
0.0	0.41	C=CCn1c(COc2ccccc2F)nnc1SCC(=O)NC(=O)NCc1ccco1
-1.2	-0.83	CC(SCc1ccccc1)C(=O)NN=C1CCN(C)CC1 (stereo not drawn)
-0.2	-1.26	O=C(CN1C(=O)c2ccccc2S1(=O)=O)N1CCCCC1
0.1	x	COc1cccc(NC(=O)C2CC2)c1
0.0	0.01	CSc1ccc(/C=N/n2nnnc2N)cc1
1.9	0.86	Cc1cc(C)cc(NC(=O)CN2C(=O)COc3ccc(S(=O)(=O)N4CCCC4)cc32)c1
-0.6	0.69	COC(=O)CSc1nnc(C)n1-c1cccc(C#N)c1
7.9	2.54	Oc1ccc(/C=N/n2c(-c3ccccc3)n[nH]c2=S)cc1Br
1.9	-4.32*	O=C(CCCc1nc(-c2ccc(Cl)cc2)no1)NC1CCCC1
-1.2	0.85	CC(=O)Nc1ccc(C(=O)NCCCSc2ccccc2)cc1
-2.4	x	CCc1c(C)[nH]n(-c2ccc(Oc3ccccc3)c(S(=O)(=O)O)c2)c1=O
-1.6	-0.62	O=C(O)CNC(=S)N(Cc1ccccc1Cl)C1CCCC1
-1.3	-0.49	COc1ccc(-n2c(=O)[nH]cc(C(=O)N3CCc4ccccc43)c2=O)cc1
-0.7	-0.03	COC(=O)C1C(=O)c2c([nH]c(C(=O)OC3CCCCCC3)c2C)CC1C (stereo not drawn)
0.3	1.26	O=C(O)CSc1cc(NS(=O)(=O)c2ccc(Br)cc2)c2ccccc2c1O
1.4	0.09	Cc1cc(C)n2cc(CSc3nc4cc(Cl)ccc4o3)nc2n1
-2.3	0.14	CC(C)(C)n1nnnc1C(c1cccnc1)N1CCN(c2ccccn2)CC1 (stereo not drawn)
-2.0	x	CSc1ncccc1C(=O)OCC(=O)NC(C)CCc1ccccc1 (stereo not drawn)
-0.6	-3.43	CCCCN1C2=NC(c3ccccc3)CN2c2ccccc21 (stereo not drawn)
-0.9	0.63	Cc1c(NC(=O)c2cc3ccccc3o2)c(=O)n(-c2ccccc2)n1C
-0.3	1.58	COc1ccc(C2=NOC(C)(c3nnc(-c4ccc(Cl)cc4)o3)C2)cc1 (stereo not drawn)
-0.9	-0.96	O=C(NCc1cccc(CNC(=O)C(=O)NCC2CCCO2)c1)C(=O)NCC1CCCO1 (stereo not drawn)
0.3	0.46	COc1cccc(CSc2nnc(-c3ccc(F)cc3)o2)c1
-1.5	0.35	C=CCOC(=O)C(C#N)c1nc2ccccc2nc1N1CCC(C(=O)OCC)CC1 (stereo not drawn)
-1.0	-1.59	CN(C)CCCN(Cc1ccccc1)C(=S)Nc1ccc(SC(F)F)cc1
-1.0	1.44	Cc1oc2ccc(NS(=O)(=O)c3ccc(F)cc3)cc2c1C(=O)O
12.5	-0.65	CCN(CC)CCC(=O)Nc1cccc2c1C(=O)c1ccccc1C2=O
-1.6	-0.93	Cc1cc(C(=O)OCC(=O)N2CC(=O)Nc3ccccc32)c(C)n1-c1ccccc1
-0.4	-1.23	Cc1nc2nc(CSc3ccc(Cl)cc3)cc(=O)n2[nH]1
1.5	0.31	CNC(=O)c1ccsc1NC(=O)c1ccc2c(c1)CCCC2
-0.1	-0.36	COc1ccccc1C(=O)C1CCCN(C(=O)Nc2ccccc2F)C1 (stereo not drawn)
-0.9	-0.06	Cc1cc(C(=O)Nc2ccc3c(c2)OCCO3)c(C)o1
-1.3	0.02	COc1ccc(C(=O)NCCSCc2ccco2)cc1OC
-0.4	-0.09	CC(=O)c1nnn(-c2ccc(F)cc2F)c1C
-16.2	0.09	COc1ccc(/C=N/Nc2nc(-c3ccc(C)cc3)c(C#N)c(=O)[nH]2)cc1
x	-0.74	Cc1cccc(NC(=O)COc2coc(CN3CCN(c4ccccc4)CC3)cc2=O)c1C
0.8	-0.16	O=C(COC(=O)c1ccccc1Nc1ccccc1)Nc1ccccc1

Quoted at random: 2 entries already listed, in no set order.
STK33 kinase inh	Kir21 inh	structure
0.8	-0.16	O=C(COC(=O)c1ccccc1Nc1ccccc1)Nc1ccccc1
-0.4	-0.09	CC(=O)c1nnn(-c2ccc(F)cc2F)c1C

Other results:
STK33 kinase inh	Kir21 inh	structure
0.2	1.53	CCc1noc(C)c1C(=O)N(C)CC(=O)Nc1ccc(F)c(F)c1F
x	0.45	COc1cc(OC)cc(C(=O)N[C@H](C(=O)Nc2nc3ccccc3[nH]2)C(C)C)c1
-0.4	1.71	CC(=O)c1cc(C#N)c(SCc2ccc(F)cc2)nc1C
0.3	0.65	COc1ccccc1NC(=O)CN1CC(=O)Nc2ccccc21
-0.4	-1.28	CCC(N1CCOC1=O)S(=O)(=O)c1ccc(C)cc1 (stereo not drawn)
0.2	-7.04*	O=[N+]([O-])c1ccccc1NC1CCN(Cc2ccccc2)CC1
-0.7	-0.26	CCCCNCc1cc(OCC)c(OCC(N)=O)cc1Br
-0.7	-0.07	COc1ccc(NC(=O)/C(C#N)=C\C=C\c2ccco2)cc1
-2.0	0.53	O=C(COC(=O)CNS(=O)(=O)c1ccc2ccccc2c1)Nc1ccc2c(c1)OCO2
0.8	1.03	COc1ccc(-n2c(SCC(=O)N3CCCC(C)C3)nnc2-c2cccnc2)cc1 (stereo not drawn)
0.1	-0.11	COc1ccc(N(C=O)C(C(=O)Nc2c(C)cccc2C)c2ccccc2)cc1 (stereo not drawn)
0.3	x	O=C(COc1ccc2ccc(=O)oc2c1)Nc1ccc(N2CCCCC2)cc1
5.1	-1.37	CC(C)=C1C2CCC1C(C(=O)NCc1ccccc1)C2C(=O)O (stereo not drawn)
-0.2	1.51	O=C(COC(=O)Cc1cn2ccsc2n1)NCc1ccc2c(c1)OCO2
-0.7	-1.21	COc1ccc(CCNC(=O)CCOc2cc(C)ccc2C)cc1OC
-0.3	-1.79	COc1ccccc1-c1nc(C#N)c(N2CCN(c3cccc(Cl)c3)CC2)o1
-3.4	0.94	CC(C(=O)NCC1CCCO1)n1cc([N+](=O)[O-])cn1 (stereo not drawn)
3.4	1.34	Cn1c(CN2CCCCC2)nc2cc(NC(=O)c3ccc(F)cc3)ccc21
0.3	-0.02	CC(=O)c1cccc(OCC(O)CN2CCN(C(=O)c3ccco3)CC2)c1 (stereo not drawn)
1.9	0.8	Cc1c(OC(C)C(=O)N[C@@H](Cc2ccccc2)C(=O)O)ccc2c3c(c(=O)oc12)CCCC3 (stereo partly drawn)
0.7	2.08	Nc1c(CO)nnn1-c1ccccc1
-1.4	1.44	O=c1nc2n(c3sc4c(c13)CCCC4)C(CBr)CS2 (stereo not drawn)
-1.0	x	CC(C)N(C(=O)CN1CCN(S(=O)(=O)c2ccc(Br)s2)CC1)C(C)C
-1.0	-0.02	CN(C)c1c(F)cc(C(=O)NCc2ccccc2)cc1F
-1.2	1.43	Cc1ccc(C(=O)N/N=C2\CCCc3ccccc32)c(C)c1
0.3	1.05	CCC1CCCCN1C(=O)CCS(=O)(=O)c1ccc2c(c1)CCN2C(C)=O (stereo not drawn)
0.7	-0.9	CCn1nnc(-c2ccccc2NS(=O)(=O)c2ccc(S(=O)(=O)N3CCCCCC3)cc2)n1
0.5	0.35	O=C(CCCCn1c(=O)[nH]c2ccsc2c1=O)NCCc1ccccc1
-1.4	0.8	COc1ccc(/C=C/c2c(-c3ccc(OC)cc3)oc3ccc(-c4ccc(OC)cc4)cc23)cc1
1.7	0	COc1ccc(/C=C2\SC(=S)N(CCCC(=O)N3CCCCC3CCO)C2=O)cc1 (stereo not drawn)

Sorted by SMILES length (ascending): part of the list above.
STK33 kinase inh	Kir21 inh	structure
0.7	2.08	Nc1c(CO)nnn1-c1ccccc1
-1.0	-0.02	CN(C)c1c(F)cc(C(=O)NCc2ccccc2)cc1F
-1.4	1.44	O=c1nc2n(c3sc4c(c13)CCCC4)C(CBr)CS2 (stereo not drawn)
0.5	0.35	O=C(CCCCn1c(=O)[nH]c2ccsc2c1=O)NCCc1ccccc1
3.4	1.34	Cn1c(CN2CCCCC2)nc2cc(NC(=O)c3ccc(F)cc3)ccc21
0.3	-0.02	CC(=O)c1cccc(OCC(O)CN2CCN(C(=O)c3ccco3)CC2)c1 (stereo not drawn)
1.9	0.8	Cc1c(OC(C)C(=O)N[C@@H](Cc2ccccc2)C(=O)O)ccc2c3c(c(=O)oc12)CCCC3 (stereo partly drawn)

Look-ups from the results shown.
For STK33 kinase inh, CCn1nnc(-c2ccccc2NS(=O)(=O)c2ccc(S(=O)(=O)N3CCCCCC3)cc2)n1 has 0.7
For Kir21 inh, COc1ccccc1-c1nc(C#N)c(N2CCN(c3cccc(Cl)c3)CC2)o1 has -1.79
For STK33 kinase inh, CN(C)c1c(F)cc(C(=O)NCc2ccccc2)cc1F has -1.0

Following part.
STK33 kinase inh	Kir21 inh	structure
-1.5	-0.01	FC(F)(F)c1cnc(NNC(=S)Nc2cccnc2)c(Cl)c1
-2.5	0.19	Cc1ccccc1OCC(=O)Nc1ccccc1-c1ccccc1NC(=O)COc1ccccc1C
-0.4	0.34	CCCCn1c(N)c(N(CC(C)C)C(=O)CCS(=O)(=O)c2ccc(C)cc2)c(=O)[nH]c1=O
-0.3	-0.79	CN(Cc1ccncn1)C(=O)CC1C(=O)NCCN1Cc1cccc(Oc2ccccc2)c1 (stereo not drawn)
x	2.17	COc1cccc(C(=O)NC(=O)Nc2nc(C)cc(C(F)(F)F)n2)c1
-0.4	-1.14	CN(CC(=O)Nc1ccc2c(c1)CCC2)CC(=O)Nc1ccccc1Br
-0.3	1	O=C(NCC1CCCO1)c1cc(-c2ccco2)nc2ccccc12 (stereo not drawn)
-1.7	-1.93	CC1CCN(C(=O)CSc2nnc(-c3ccc(S(=O)(=O)N4CCOCC4)cc3)n2C)CC1
0.0	0.61	CN1CCCC(OC(=O)COc2ccccc2)C1 (stereo not drawn)
0.2	-0.14	Nc1[nH]n(-c2ccccc2)c(=O)c1N=Nc1ccccc1[N+](=O)[O-]
-1.0	0.45	C[N+]1(C)CCCC(OC(=O)C(O)(c2ccccc2)c2ccccc2)C1 (stereo not drawn)
0.5	0.58	CCN1C(=O)/C(=C/N(C)C)c2ccccc21
-0.8	-1.14	CCn1c(C)nc2cc(C(=O)N=Nc3c(O)[nH]c4c(C)cc(C)cc34)ccc21
-1.9	0.11	O=C(NCCCCCCOC1=NS(=O)(=O)c2ccccc21)C(=O)Nc1ccccc1
0.0	0.26	Cn1nccc1C(=O)N1CCCC(Nc2ccc(F)cc2)C1 (stereo not drawn)
-0.9	0.31	CCCC(O)(CCN(C)C)c1ccc(OC)cc1 (stereo not drawn)
-0.8	-2.17	CCNc1ccc(S(=O)(=O)N(C)C)cc1NCC(=O)Nc1ccccc1F
-1.0	-0.02	COc1ccc(NC(=S)NCC(O)c2ccccc2)c(OC)c1 (stereo not drawn)
-0.5	-1.62	CCOC(=O)COc1cc(N2C(=O)CSCC2=O)c(Cl)cc1Cl
0.0	1.43	Cc1ccc(N(CC(=O)NCC2CCCO2)S(=O)(=O)c2ccccc2)c(C)c1 (stereo not drawn)
0.9	1.17	Clc1ccccc1-c1nnc2sc(-c3cccs3)nn12
-0.7	-0.4	Cc1cc[n+](CCC(=O)O)c2ccccc12
-0.8	-0.22	CC(C)c1ccc(S(=O)(=O)N2CCN(C(=O)C3CCN(C(=O)c4ccc(F)cc4)CC3)CC2)cc1
-0.4	1.63	COC(=O)c1ccc(/C=N/NC(=O)c2ccccc2Cl)cc1
